High-throughput results deposited in PubChem BioAssay by Broad Institute.
E-sel inducer: E-selectin induction in HUVECs, primary screen, imaging, HUVEC, immunofluorescence imaging, single point; P16581; normalized: neutral wells 0, TNF-alpha wells 100; 0.37% of 260,000 active; activation, % at 7.58 µM;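 active = mean E-selectin-positive cell signal at least 10% of the positive control, reached in at least 60% of replicates, without over 20% cell loss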;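 also: in these data hits start at about 27%; measured in HUVEC primary endothelial cells; signal is the percent of cells scored E-selectin positive by PE staining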
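material = human umbilical vein endothelial cells (HUVEC), E-selectin induction | quantity = 3,000 cells/well | medium = EGM-2 growth medium on 0.1% gelatin-coated wells | technique = immunofluorescence imaging | read-out basis = % PE-positive cells | control set = TNF-alpha positive control, DMSO neutral control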
RAD52 anneal inh: RAD52 DNA annealing inhibitors, primary screen, biochemical, FRET, single point, set 2 | DNA repair protein RAD52 homolog (Homo sapiens), P43351 | 0.46% of 360,000 active | AID 651710, 2012 | inhibition, % at 18.7 µM | recombinant RAD52 DNA annealing, FRET fluorescence;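 active = every replicate showing at least 50% inhibition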
FN deposit inh: inhibitors of fibronectin matrix deposition, primary screen, AH1F cells, Alexa488-fibronectin fluorescence, plate reader; inhibition, % at 12.6 µM; 0.086% of 350,000 active; AH1F fibroblasts, overnight;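 active = mean inhibition across replicates of 30% or more, regardless of how many single replicates reach that level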;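 also: positive control wells lacked labelled fibronectin entirely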
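Assay system: AH1F fibroblast monolayer, labelled fibronectin deposition. Amount: 10000 cells per well. Also added: labelled fibronectin 24 nM. Compound: single-point pinned compound. Incubation: cell attachment 1 h, compound and FN exposure overnight. Detection: fluorescence after three HBSS washes, excitation 485 nm, emission 525 nm. Read-out: inhibition of fibronectin deposition signal.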
RAD54 branch: inhibitors of human RAD54 branch migration, primary screen, biochemical, fluorescence, single point; RAD54 Holliday junction branch migration, FAM/BHQ fluorescence; inhibition, % at 10.4 µM; DNA repair and recombination protein RAD54-like (Homo sapiens), Q92698; 0.14% of 360,000 active; AID 602329, 2012;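 active = mean normalized replicate activity at least 40 and at least half of replicates scoring 40 or more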;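 also: 0% = median of neutral control wells and 100% = median of positive control wells; inhibitors cause a drop in the FAM fluorescence signal; in these data hits start at about 50%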
Target sequence (Q92698 whole entry, looked up): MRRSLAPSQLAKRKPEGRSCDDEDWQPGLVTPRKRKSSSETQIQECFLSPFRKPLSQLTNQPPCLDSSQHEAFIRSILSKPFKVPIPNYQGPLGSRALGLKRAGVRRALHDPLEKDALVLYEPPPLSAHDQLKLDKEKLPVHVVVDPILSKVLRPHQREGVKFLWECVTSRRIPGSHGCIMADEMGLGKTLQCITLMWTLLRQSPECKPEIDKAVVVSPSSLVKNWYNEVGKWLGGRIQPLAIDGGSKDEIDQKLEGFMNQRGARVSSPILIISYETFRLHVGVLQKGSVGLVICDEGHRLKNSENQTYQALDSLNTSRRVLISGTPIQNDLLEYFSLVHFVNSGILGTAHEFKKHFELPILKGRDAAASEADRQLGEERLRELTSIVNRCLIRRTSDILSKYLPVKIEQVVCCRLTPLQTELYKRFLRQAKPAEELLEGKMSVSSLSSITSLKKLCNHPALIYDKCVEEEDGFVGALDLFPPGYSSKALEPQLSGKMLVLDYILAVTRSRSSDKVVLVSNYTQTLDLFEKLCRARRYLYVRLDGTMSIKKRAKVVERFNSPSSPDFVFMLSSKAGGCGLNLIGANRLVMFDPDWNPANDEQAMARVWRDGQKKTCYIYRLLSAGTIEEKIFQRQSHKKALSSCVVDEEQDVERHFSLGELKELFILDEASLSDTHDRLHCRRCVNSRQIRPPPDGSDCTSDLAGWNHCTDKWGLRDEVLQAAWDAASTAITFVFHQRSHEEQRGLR
esBAF inh: Bmi1 luciferase reporter increase in mESCs, primary screen, esBAF inhibitor project, mouse ES cells, Bmi1 luciferase knock-in, single point; 24 h; 100% = twice the neutral-well signal; reporter increase, % at 12.5 µM; 2% of 350,000 active; in the data active = activation above about 40%;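 also: 0% = median of the plate's neutral control wells and 100% = double that signal; a rise in the Bmi1 reporter signal indicates esBAF inhibition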
S100A4 inh HTS: inhibitors of S100A4-myosin IIA peptide binding, primary screen, biochemical, fluorescence polarization, TAMRA-MyoIIA peptide | Protein S100-A4 (Homo sapiens), P26447 | inhibition, % at 10.7 µM | 0.14% of 360,000 active | AID 652163, 2013;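 active = mean inhibition of at least 70% across replicates, with every replicate also reaching that level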
Target sequence (P26447 whole entry, looked up): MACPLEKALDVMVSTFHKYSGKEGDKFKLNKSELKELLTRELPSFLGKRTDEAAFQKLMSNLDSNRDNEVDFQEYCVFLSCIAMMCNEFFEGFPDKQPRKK
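Test system – S100A4 monomer (human) · Compound – single-point compound testing · Schedule – 5 min incubation before reading · Probe or stimulus – TAMRA-labelled myosin IIA heavy-chain peptide probe, 5 nM · Benchmarks – neutral control DMSO, positive control TFP · Medium – Calcium-containing HEPES buffer, pH 7.2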
EWS-Fli inh: EWS/Fli-driven NR0B1 reporter inhibitors, primary screen, A673 cells, NR0B1 luciferase, luminescence, MLPCN library | inhibition, % at 12.6 µM | viability-normalised | 0.67% of 350,000 active;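 active = mean inhibition of at least 50% after viability correction, with every replicate also passing that limit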;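 also: firefly luciferase signal divided by Alamar Blue viability fluorescence both relative to DMSO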
XiGFP reactiv: activators of inactive X chromosome reactivation, primary screen, imaging, XiGFP fibroblasts, GFP high-content imaging, set 2; XiGFP mouse fibroblasts, % GFP-positive cells imaging, 3 d; cells co-treated with 5-aza-dC sensitizer; scaled so ellipticine positive control = 100%; activation, % at 7.58 µM; 0.055% of 360,000 active; AID 743238, 2013;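 active = mean normalized replicate activation at least 10% and every replicate at or above 10%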;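 also: 0% = median of on-plate neutral control wells and 100% = ellipticine 6 µM median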
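Schedule: 3 d treatment, 15 min room-temperature fixation; system: 68-5-11 XiGFP fibroblast line; buffer or medium: DMEM plus 5-aza-dC sensitizer; control set: ellipticine 6 µM positive control; compound: one concentration, pinned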
Active calls of the source: *; nt = not tested or not shown; & = joins results of further samples.

Sequence of screens: E-sel inducer	RAD52 anneal inh	FN deposit inh	RAD54 branch	esBAF inh	S100A4 inh HTS	EWS-Fli inh	XiGFP reactiv
CCCOc1ccc(C(F)(F)F)cc1NC(=O)c1cc(C)on1
  1.2	-2	-4	-5	-9	-4	-11	0.3
COc1ccccc1NC(=O)N(C1CCCC1)C1CCN(C(C)=O)CC1
  0.2	-6	-3	8	-4	0	2	-0.1
Cc1cc(C(=O)N2CCCC2)n[nH]1
  -0.9	-7	0	-7	-1	2	nt	0.1
COc1cc(OC)c(C(=O)NNC(=O)c2ccccc2-n2cccc2)cc1OC
  nt	-1	-3	-4	7	-9	-2	0.1
CCC(=O)N(C)C[C@@H]1Oc2cc(C#CC3CCCCC3)ccc2S(=O)(=O)N([C@@H](C)CO)C[C@@H]1C
  0.1	-7	-8	2	0	4	8	1.7
OCCNc1nc(-c2ccccc2)c2cc(Br)ccc2n1
  0.0	4	-9	7	-8	2	13	0.0
Cc1ccc(S(=O)(=O)N2CCOCCOCCOCCOCCOCC2)cc1
  nt	0	12	-5	-5	11	7	0.3
COc1ccc(NC(=O)CN(C)C(=O)c2ccc(COc3ccccc3)o2)cc1
  nt	-2	-7	0	1	-3	-2	0.1
CC(=O)O[C@@H](C[C@@H](C)C1=C2C[C@H](O)C3[C@@]4(C)CCC(=O)C(C)(C)C4CC[C@]3(C)[C@@]2(C)CC1)[C@H]1OC1(C)C (stereo not given in full)
  -0.1	-10	-6	-6	10	3	4	0.1
CC(C)CC#Cc1cnc2c(c1)C(=O)N([C@@H](C)CO)C[C@@H](C)[C@@H](CN(C)C(=O)c1cccc(F)c1)O2
  0.4	6	-4	1	-4	-3	5	0.1

Additional results follow.
Sequence of screens: E-sel inducer	RAD52 anneal inh	FN deposit inh	RAD54 branch	esBAF inh	S100A4 inh HTS	EWS-Fli inh	XiGFP reactiv
NC(=S)N=Nc1ccc(O)cc1
  1.1	-3	2	nt	nt	3	-47	0.0
CCCn1c(=O)n(C)c(=O)c2c(SCC(=O)Nc3cc(C)on3)nc(C(C)(C)C)nc21
  nt	-6	-7	1	-12	-3	19	0.0
O=C1[C@H](Cc2ccccc2)NCC=CC[C@@H](c2ccc(Cl)cc2)N1Cc1ccccc1
  -0.2	0	-5	-3	-2	-4	19	-0.2
COc1ccc(NC(=S)NCc2cccs2)cc1
  1.8	-8	1	nt	nt	0	-19	0.0
COc1cc(C(=O)ON=C2C=C(C)C(=O)C(C)=C2)cc(OC)c1OC
  -0.2	-11	9	nt	nt	5	-5	0.5
O=C(C[n+]1cc(Br)cc(Br)c1)c1cccc([N+](=O)[O-])c1
  nt	-15	nt	nt	nt	-5	-12	0.3
Cc1ccc(S(=O)(=O)N(C)C[C@H]2Oc3ccc(NC(=O)C4CCCCC4)cc3C(=O)N([C@H](C)CO)C[C@H]2C)cc1
  0.5&0.3	24&-127	-16	0&-18	3&1	4&6	0&13	0.1&0.0
CCCCCC(=O)N1C[C@@H](O)[C@H](n2cc(-c3ccc(F)cc3)nn2)C[C@@H]1c1ccccc1
  -0.2	-7	-6	nt	0	0	-13	0.2
COc1ccc(NC(=S)Nc2cc(C)ccn2)c(OC)c1
  nt	-9	nt	-3	68*	5	nt	nt
COc1cccc(C(=O)NC2CC(C)(C)Cc3c2cnn3-c2cccc(F)c2)c1OC (stereo not given)
  0.1	-4	3	-2	0	0	nt	0.0

Later entries:
Sequence of screens: E-sel inducer	RAD52 anneal inh	FN deposit inh	RAD54 branch	esBAF inh	S100A4 inh HTS	EWS-Fli inh	XiGFP reactiv
CC=Cc1ccc2n(c1=O)C[C@@H]1[C@@H](CO)[C@H](C(=O)NCC3CC3)N(Cc3nccs3)[C@H]21 (mixture of isomers)
  -0.8	-29	nt	9	-8	-7	5	0.1
CC(=O)Nc1cccc(NS(=O)(=O)c2cn(C)c(=O)n(C)c2=O)c1
  1.5	-8	3	11	-9	2	-4	0.2
O=C(CSc1ccc(-c2ccc(F)cc2)nn1)NC1CCCCC1
  nt	-7	5	-9	3	0	-4	0.0
Cc1ccc(OCc2cc(C(=O)N3CCC(c4ccccc4Cl)C3)no2)cc1C (stereo not given)
  nt	-14	8	-9	57*	-3	-51	0.0
CC(=O)Nc1ccc(CC(=O)NCCC(c2ccccc2)c2ccccc2)cc1
  nt	-21	12	10	-8	6	5	0.0
CS(=O)(=O)N1[C@H](C(=O)NCCc2ccncc2)[C@@H](CO)[C@@H]2Cn3c(ccc(C4=CCCC4)c3=O)[C@@H]21
  -0.1	-46	nt	4	4	-8	-5	0.7
COc1ccc(S(=O)(=O)N2CCCC(C(=O)N3CCN(Cc4ccccc4)CC3)C2)cc1Cl (stereo not given)
  0.0	-1	-2	0	1	5	4	0.3
O=C(NNC(=O)c1ccccc1-n1cccc1)c1ccc(Cl)nc1
  nt	-10	4	3	0	-4	-2	0.0
COc1ccc(-n2ncc3c(=O)n(CC(=O)N(C(C)C)C(C)C)cnc32)cc1
  nt	-4	-3	2	-11	-10	3	0.0
O=C(Nc1ccc2c(c1)OCO2)N[C@H]1CC[C@H](CCNC(=O)C2CCCC2)O[C@@H]1CO
  -0.1	-1	1	-13	-2	-8	6	0.1

(listing goes on)
Sequence of screens: E-sel inducer	RAD52 anneal inh	FN deposit inh	RAD54 branch	esBAF inh	S100A4 inh HTS	EWS-Fli inh	XiGFP reactiv
COc1cc(C2c3sc(=O)[nH]c3SC3C(=O)N(c4ccc(C)cc4)C(=O)C32)ccc1O (stereo not given)
  nt	-21	1	-3	-4	5	1	-0.6
C[C@H](CO)N1C[C@H](C)[C@H](CN(C)C(=O)Nc2cccc(F)c2)OCc2ccccc2-c2c(n(C)c3ccccc23)C1=O
  1.5	19	-8	4	1	-20	2	0.1
CCOc1ccc(OCC)c(S(=O)(=O)n2cc(C)nc2CC)c1
  nt	-9	-1	nt	nt	-3	8	0.1
Cc1ccc2c(C)c(C(=O)N(C)CCC3CCCCO3)oc2c1C (stereo not given)
  -0.5	10	2	-5	17	-1	nt	0.0
CC1(C(=O)NS(=O)(=O)c2cccc(Cl)c2)CCN1C(=O)Cc1cc(F)ccc1F (stereo not given)
  -0.1	-14	nt	-2	-6	-2	1	0.5
N#CCc1ccc(NC(=O)c2ccccc2C(=O)Nc2ccc(CC#N)cc2)cc1
  nt	-44	-7	4	15	-6	3	0.0
Cn1c(C(=O)N/N=C/c2ccccc2)cc2ccccc21
  nt	-12	0	0	64*	-7	-70	0.2
CCNC(=O)[C@@H]1[C@@H](CO)[C@@H]2Cn3c(ccc(-c4ccccc4F)c3=O)[C@H]1N2C(=O)CC
  -0.4	101*	nt	2	2	10	1	0.3
CC(=O)/C=C/c1ccccc1Oc1c(F)c(F)nc(F)c1F
  nt	-11	4	3	-12	-10	15	0.3
COc1ccccc1-c1nnc2n1N=C(c1ccc(OC(F)F)c(OCC3CC3)c1)CS2
  0.3	1	10	-4	-21	6	18	0.3

Molecules above containing a furan ring, fused or not (2):
Sequence of screens: E-sel inducer	RAD52 anneal inh	FN deposit inh	RAD54 branch	esBAF inh	S100A4 inh HTS	EWS-Fli inh	XiGFP reactiv
COc1ccc(NC(=O)CN(C)C(=O)c2ccc(COc3ccccc3)o2)cc1
  nt	-2	-7	0	1	-3	-2	0.1
Cc1ccc2c(C)c(C(=O)N(C)CCC3CCCCO3)oc2c1C (stereo not given)
  -0.5	10	2	-5	17	-1	nt	0.0

More results.
Sequence of screens: E-sel inducer	RAD52 anneal inh	FN deposit inh	RAD54 branch	esBAF inh	S100A4 inh HTS	EWS-Fli inh	XiGFP reactiv
O=C(Nc1cccc(S(=O)(=O)N2CCCCC2)c1)c1ccc2ncsc2c1
  nt	-37	3	nt	nt	-18	-12	-0.2
Cc1ccc(Nc2nc(-c3ccc(C)cc3)c(CC(=O)O)s2)cc1
  0.0	-14	-23	4	37	-20	-29	0.1
CCCC#Cc1ccc2c(c1)O[C@H](CN(C)C)[C@H](C)CN([C@H](C)CO)S2(=O)=O
  0.0	1	0	3	-2	12	-1	-0.4
CCOc1ccc(C(C)NC(=O)C2CCC2)cc1 (stereo not given)
  0.2	-10	-11	nt	nt	2	0	0.0
O=C(NNc1ccc([N+](=O)[O-])cc1[N+](=O)[O-])C1C2CCCCC21 (stereo not given)
  nt	-9	nt	nt	nt	-7	12	0.2
O=C(C[C@H]1CC[C@@H](NC(=O)Nc2ccccc2F)[C@H](CO)O1)NCc1ccc(F)cc1
  -0.6	2	nt	nt	nt	-1	6	0.1
COc1cc(C2C(C(N)=O)=C(C)Nc3nc(CCCO)nn32)cc(OC)c1OC (stereo not given)
  nt	-6	0	-6	5	-7	-3	0.1
CO[C@H]1CN(C)C(=O)c2cc(NS(=O)(=O)c3ccccc3)ccc2OC[C@@H](C)N(Cc2ccccn2)C[C@@H]1C
  -0.1&1.0	12&-19	-5&8	9	4	4&6	14&-3	0.4&0.0
Cc1ccc(C(=O)Nc2cc(Cl)ccc2-n2cncn2)s1
  nt	-10	-6	nt	-4	-4	-1	0.6
COc1ccc(N(C(=O)c2snc(C(N)=O)c2N)C(C(=O)NCC2CCCO2)c2ccc(C)o2)cc1OC (stereo not given)
  -0.1	-2	4	-4	0	-10	4	0.1

Other compounds follow.
Sequence of screens: E-sel inducer	RAD52 anneal inh	FN deposit inh	RAD54 branch	esBAF inh	S100A4 inh HTS	EWS-Fli inh	XiGFP reactiv
Cn1cc(CNC(=O)c2ccc3nc(Cc4ccccc4F)oc3c2)cn1
  nt	-2	12	2	nt	-11	nt	0.2
CC(C)c1ccc(CC(=O)N2CCC2(C)C(=O)NS(=O)(=O)c2ccc(C(C)(C)C)cc2)cc1 (stereo not given)
  2.1	1	3	5	-3	-7	0	-0.1
CN(C)C(=O)c1cccc(-c2ccc([C@@H]3[C@@H](C#N)N(C(=O)C4CC4)[C@H]3CO)cc2)c1
  -0.1	0	9	3	-6	-6	-3	0.0
COc1ccc(/C=C2\CCC/C(=C\c3ccc(OC)c(OC)c3OC)C2=O)c(OC)c1OC
  -0.2	-5	6	-6	2	-3	8	0.0
CC(c1ccccc1)N1CCn2c(nc3cc(NS(C)(=O)=O)ccc32)C1 (stereo not given)
  nt	-9	-1	-1	3	-9	12	0.0
